HER2 expr 66K: lowers expression of human Her2 kinase. SKBR-3 HER2 protein level, AlphaScreen, 18-24 h; stronger effect = lower value. HER2 level % of control, % at 10 µM. 65,000 compounds, 0.69% hits. AID 645;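 active = HER2 level under 5% of the carrier-only control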;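 also: 100% = DMSO carrier and 0% = 500 nM PU-H71 HSP90 inhibitor; lower value means stronger loss of Her2 protein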
Target sequence (P04626 whole entry, looked up): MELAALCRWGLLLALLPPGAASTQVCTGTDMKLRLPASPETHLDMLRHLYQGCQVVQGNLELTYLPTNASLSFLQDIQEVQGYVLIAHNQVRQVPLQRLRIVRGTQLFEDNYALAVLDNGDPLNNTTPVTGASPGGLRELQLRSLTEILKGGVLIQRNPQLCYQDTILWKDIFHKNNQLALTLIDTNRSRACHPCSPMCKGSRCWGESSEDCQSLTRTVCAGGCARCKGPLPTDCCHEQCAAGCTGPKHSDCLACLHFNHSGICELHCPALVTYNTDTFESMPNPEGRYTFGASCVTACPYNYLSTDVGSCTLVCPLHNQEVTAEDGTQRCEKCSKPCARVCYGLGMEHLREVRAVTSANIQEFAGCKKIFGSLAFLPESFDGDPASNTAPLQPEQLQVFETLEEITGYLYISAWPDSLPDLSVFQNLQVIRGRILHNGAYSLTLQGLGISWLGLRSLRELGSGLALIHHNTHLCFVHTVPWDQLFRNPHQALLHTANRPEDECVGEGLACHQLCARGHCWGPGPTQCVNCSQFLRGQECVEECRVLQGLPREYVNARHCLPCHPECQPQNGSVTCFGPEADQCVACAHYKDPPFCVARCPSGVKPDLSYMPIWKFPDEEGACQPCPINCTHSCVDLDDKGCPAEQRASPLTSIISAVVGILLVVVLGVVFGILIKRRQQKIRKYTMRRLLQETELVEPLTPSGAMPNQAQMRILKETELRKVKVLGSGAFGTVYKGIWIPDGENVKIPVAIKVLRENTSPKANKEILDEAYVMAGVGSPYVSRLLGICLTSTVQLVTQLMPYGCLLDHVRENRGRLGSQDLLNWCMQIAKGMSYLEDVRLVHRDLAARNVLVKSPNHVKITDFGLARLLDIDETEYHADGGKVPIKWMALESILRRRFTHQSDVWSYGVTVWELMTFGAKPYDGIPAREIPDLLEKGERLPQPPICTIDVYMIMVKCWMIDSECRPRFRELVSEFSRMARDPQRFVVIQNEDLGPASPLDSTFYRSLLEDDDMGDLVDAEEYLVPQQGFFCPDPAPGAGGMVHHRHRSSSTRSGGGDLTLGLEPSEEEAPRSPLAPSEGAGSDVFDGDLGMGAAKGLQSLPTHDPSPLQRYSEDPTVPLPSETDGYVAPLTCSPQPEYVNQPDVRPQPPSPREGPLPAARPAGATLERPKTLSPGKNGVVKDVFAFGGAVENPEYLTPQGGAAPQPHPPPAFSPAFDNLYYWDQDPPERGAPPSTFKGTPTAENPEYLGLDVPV
Fluor 339 460: intrinsic fluorescence of library compounds, ex339/em460 – biochemical, MLSMR library, data from DPM-DC assay, artefact control, profiling panel | 65,000 compounds, 5.5% hits | fluorescence fold increase at 10 µM | compound autofluorescence, ex339/em460 nm, NADH buffer; stronger effect = higher value; 1 = no-compound wells, NADH background;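 active = at 10 µM, mean starting fluorescence two-fold or more over control wells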;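 also: signal is the first read of a kinetic run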
Cdc25B inh: human M-phase inducer phosphatase 2 inhibition; P30305; recombinant Cdc25B, OMFP fluorescence Ex485/Em525; 65,000 compounds, 0.1% hits; inhibition, %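 (compounds tested at 10 µM final in the well)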; in the data active = inhibition above about 50%
MKP-1 inh: inhibitors of human MKP-1 phosphatase; P28562; recombinant MKP-1, OMFP hydrolysis fluorescence; inhibition, %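 (compounds tested at a single concentration somewhere between 10 and 100 µM)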; 65,000 compounds, 0.15% hits; AID 374;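 active = inhibition above about 50%, limit read from the data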;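 also: 0% = DMSO max control wells and 100% = wells with enzyme stopped by NaOH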
ROCK2 inh: ROCK2 (human) kinase inhibition; 60,000 compounds, 0.35% hits; inhibition, % at 6 µM; O75116; purified ROCK2, Kinase-Glo ATP depletion luminescence; AID 604;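 active = inhibition above the screen-wide mean inhibition plus 3 SD, cut at about 18% in these data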;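 also: plate controls were DMSO wells for no effect and Y-27632 control wells after no-enzyme background subtraction for full effect; many of its hits are not listed in these tables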
PKA inh: inhibitors of human protein kinase A; P17612; 65,000 compounds, 0.1% hits; inhibition, % at 6 µM; PKA Kemptide phosphorylation, Kinase-Glo ATP luminescence;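 active = inhibition above the screen-wide mean inhibition plus 3 SD, cut at about 21% in these data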; also: many of its hits are not listed in these tables
Abs 340nm: absorbance at 340 nm; compound absorbance at 340 nm, fold over control; fold change at 10 µM; 65,000 tested, under 10 active;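 active = at 10 µM dose, initial 340 nm absorbance at least 2 fold that of control wells; inactive = change under 2 fold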;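 also: initial absorbance extrapolated from kinetic A340 decline of NADH oxidation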
JNK3 inh: inhibitors of human JNK3 kinase. 60,000 compounds, 0.61% hits. inhibition, % at 8 µM. P53779. purified JNK3 kinase activity, HTS; in the data active = inhibition above about 17%;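 also: 0% = DMSO and 100% = reference inhibitor; many of its hits are not listed in these tables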
Hsp90 inh: displaces geldanamycin probe from tumor Hsp90; P07900; inhibition, % at 30 µM; 64,000 compounds, 0.35% hits; NCI-N417 lysate Hsp90, Cy3B-geldanamycin FP displacement;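 active = inhibition above 50%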;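 also: 0% = tracer plus lysate wells and 100% = tracer alone without lysate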
Numbers without * were called inactive; . = not tested or not shown.

SMILES	HER2 expr 66K	Fluor 339 460	Cdc25B inh	MKP-1 inh	ROCK2 inh	PKA inh	Abs 340nm	JNK3 inh	Hsp90 inh
COc1ccccc1CNC(=O)c1cnc2ccccn2c1=O	108.5	1.72	-8.4	10.3	2.0	8.7	1.16	-8.4	-2.4
Cc1ccc(N)cc1-n1c(C)ccc1C	92.3	1.1	1.4	3.0	3.9	6.4	0.99	4.0	-10.4
COC(=O)c1[nH]c2ccc(C)cc2c1NC(=O)CN1CCCCC1C (stereo not drawn)	80.3	2.29*	0.2	-0.2	3.2	2.7	1.05	-8.3	-9.0
Clc1ccccc1C1CC(c2ccccc2)Nc2ncnn21 (stereo not drawn)	100.3	1.07	-53.0	0.6	6.0	11.9	1.05	7.9	-0.1
Cc1ccc2c(c1)CCCN2C(=O)Nc1ccc2c(c1)OCO2	123.4	1	-10.6	4.7	1.2	-4.4	0.99	-14.2	1.7
COC(=O)c1cn(CC(=O)NC2CCCCC2)c2ccccc12	148.7	1.14	-2.7	0.9	1.8	-0.5	1	2.2	-0.3
CC(=O)C1C(c2ccncc2)NC(=O)NC1(O)C(F)(F)F (stereo not drawn)	84.7	1.02	-5.8	-17.0	-1.6	3.5	1.03	-1.8	-0.1
CCNC(=O)CN(c1ccc(OC)c(OC)c1)S(=O)(=O)c1ccccc1	103.9	1.12	-18.7	-3.7	17.6	8.4	1.05	2.3	-1.1
CCOC(=O)COc1ccc(Oc2nc(C)cc(OC)n2)nn1	156.3	1.12	21.0	-35.0	9.1	2.7	1	1.8	-0.7
CON(C)c1nc(Oc2ccc(=O)[nH]n2)nc(N(C)C)n1	113.0	1.04	-3.2	-0.2	1.1	-0.9	1	-6.0	4.1
Cc1occc1-c1nnc(SCC(=O)Nc2nccs2)n1CCc1ccccc1	102.9	2.11*	2.9	15.6	0.7	-1.2	1.03	7.1	-4.2
COC(=O)c1ccc(-c2ccc(CNCC(O)c3ccccc3)o2)cc1 (stereo not drawn)	108.4	2.93*	-5.1	12.1	1.0	-3.2	1.02	-2.6	-3.0
Cc1ccc2c(c1)C(O)(CC(=O)c1cccnc1)C(=O)N2 (stereo not drawn)	112.6	1.12	-12.3	-12.1	8.6	6.0	1.01	4.4	-24.3
CN(C(=O)c1ccc(NC(=O)C2CC=CCC2C(=O)O)cc1)c1ccccc1 (stereo not drawn)	94.5	1.09	-0.9	1.5	-1.1	11.3	1.04	-4.3	2.1
CCOCCn1c(N2CCN(c3ccc(OC)cc3)CC2)nc2c1c(=O)n(C)c(=O)n2C	83.6	1.06	7.7	-8.0	0.1	0.8	1.04	-9.2	1.4
O=C(CC1(O)C(=O)Nc2cc(Cl)cc(Cl)c21)c1ccccc1O (stereo not drawn)	141.1	1.12	12.2	-21.5	0.9	8.7	1.02	0.4	-14.5
O=C(Sc1nnc(-c2ccccc2)o1)N1c2ccccc2Sc2ccccc21	104.4	1.08	8.4	3.4	4.5	0.8	1.05	0.4	2.0
O=C(NCCc1c[nH]c2ccccc12)C1CCN(c2nnc(N3CCCC3=O)s2)CC1	59.0	1.15	16.3	30.0	-3.8	-0.6	1.03	-0.4	-1.7
CCOc1ccccc1-n1nnnc1SCc1nc2ccccc2s1	80.1	1.06	-9.0	28.9	3.6	1.2	1.01	1.2	-1.2
CCN(CC)c1ccc(NC(=O)Cn2cc3c(n2)CCC(C)C3)c(C)c1 (stereo not drawn)	96.5	1.07	-0.9	7.0	-2.1	-7.5	1.04	-1.6	-1.8
O=C(CN1C(=O)CSC1=O)c1ccccc1	126.8	1.16	-1.3	0.0	-0.5	-5.3	1	0.0	-3.0
CCCCn1c(C(C)NC(=O)CCC)nc2ccccc21 (stereo not drawn)	104.8	1.06	-4.0	0.7	2.5	-6.1	1.03	3.9	0.9
CCOc1ccc(CNC23CN4CN(CN(C4)C2)C3)cc1	59.8	1.05	-5.4	-16.0	0.3	-3.9	1.03	2.2	-3.2
Cc1c(Br)cc(C(=O)NCCCN2CCOCC2)c(C)c1C	100.9	1.12	0.8	-11.6	-0.9	4.0	1.06	-1.2	0.1
Cc1c(NC(=O)CSc2nncc3ccccc23)c(=O)n(-c2ccccc2)n1C	69.4	1.09	-3.0	22.9	6.8	8.0	1.02	2.8	-10.1
COc1ccc(CCNC(=O)CCNS(=O)(=O)c2cccc3nsnc23)cc1OC	227.8	1.09	-4.7	2.6	.	1.5	1.12	.	.
CN(C)S(=O)(=O)c1ccc(NS(=O)(=O)/C=C/c2ccccc2)cc1	107.0	1.14	0.9	-3.1	-2.5	-7.8	1	3.4	-1.3
OC(CN1CCCCC1)CN(c1ccccc1)c1ccccc1 (stereo not drawn)	115.8	1.09	-2.8	-9.2	1.0	-2.3	1	-12.0	-0.5
CC(C)(C)OC(=O)NC(CCNC=C1C(=O)OC(C)(C)OC1=O)C(=O)O (stereo not drawn)	103.3	1	-12.6	-18.1	7.3	9.8	0.97	2.7	-0.1
Cc1nn(Cc2ccc(Cl)c(Cl)c2)c(C)c1NC(=O)c1cc(-c2ccco2)on1	70.5	1.13	-11.7	27.1	10.2	11.2	0.99	4.2	-4.1
CS(=O)(=O)N1CCN(C(=O)c2ccc(-c3ccccc3)cc2)CC1	118.4	1.02	-13.1	3.1	7.5	2.1	0.98	7.9	-0.4
CCC(c1nnnn1CCc1ccccc1)N1CCN(C(=O)c2ccco2)CC1 (stereo not drawn)	70.2	1.09	5.8	10.7	-1.6	-3.4	1.02	-6.3	-1.6
CSc1nc(-c2ccco2)nn1S(=O)(=O)c1ccccc1	95.6	1.12	3.0	-10.3	5.6	10.1	1.04	7.8	-3.7
CNC(=O)Nc1cc(C(C)(C)C)no1	98.4	1.07	-1.9	-18.9	6.0	9.5	0.97	2.9	0.9
c1csc(-c2csc(-c3cccs3)n2)c1	43.6	1.32	22.3	14.2	-1.1	1.6	1.08	-3.0	-2.1
CCC(C)NC(=O)Cn1cnc2sc(C)cc2c1=O (stereo not drawn)	96.1	1.03	3.9	1.7	-3.2	-3.4	1.02	2.1	4.2
COc1cc(OC)c(C2C(C#N)=C(N)Oc3cc(C)n(CCCN4CCOCC4)c(=O)c32)cc1OC (stereo not drawn)	64.7	1.12	-1.1	22.8	-2.8	-2.9	1.02	-3.0	-0.5
O=C(CN1C(=O)CSC1=O)Nc1ccccc1N1CCOCC1	120.0	1.15	-4.7	24.4	-2.2	-4.5	1.01	-1.4	1.0
COc1cccc(-n2c(CNc3ccc(F)cc3)nnc2SCC(N)=O)c1	120.1	1.07	-6.5	2.6	4.3	8.3	0.96	-6.7	6.1
O=C(Nc1ccc(Cl)cc1)Nc1ccc2c(c1)N1CCN=C1S2	-8.2*	1.06	15.6	27.4	13.2	7.6	1.01	1.4	-2.5

Records above marked active in HER2 expr 66K.
Compound | HER2 expr 66K | Fluor 339 460 | Cdc25B inh | MKP-1 inh | ROCK2 inh | PKA inh | Abs 340nm | JNK3 inh
O=C(Nc1ccc(Cl)cc1)Nc1ccc2c(c1)N1CCN=C1S2 | -8.2* | 1.06 | 15.6 | 27.4 | 13.2 | 7.6 | 1.01 | 1.4

Next part:
SMILES	HER2 expr 66K	Fluor 339 460	Cdc25B inh	MKP-1 inh	ROCK2 inh	PKA inh	Abs 340nm	JNK3 inh	Hsp90 inh
CCc1ccc2nc(SCC(=O)N(CC)CC)c(C#N)cc2c1	109.4	1.15	-17.3	-23.7	7.4	-0.5	0.99	4.0	-6.8
CC(C)Cn1c(=O)c(C(=O)Nc2ccccc2S(N)(=O)=O)c(O)c2ccccc21	93.1	1.04	-0.7	11.4	4.3	7.8	1.07	2.9	-1.6
O=C1c2ccccc2CN1CCNS(=O)(=O)c1ccc(Cl)cc1	110.9	1.02	-4.2	-8.8	6.1	6.9	0.99	1.7	-1.7
CCOC(=O)Nc1ccc(S(=O)(=O)NCc2ccccc2)cc1	109.8	1.01	-8.5	5.6	0.5	6.4	0.97	5.8	-2.9
CCOc1ccc(C2C(C(=O)Nc3ccc(F)cc3)=C(C)Nc3nc(CCCO)nn32)cc1 (stereo not drawn)	120.8	1.08	-16.5	10.2	6.8	8.3	1.03	2.6	-0.6
Cc1c(NS(=O)(=O)c2cccc3nsnc23)c(=O)n(-c2ccccc2)n1C	96.7	1.06	19.5	-19.9	-8.0	5.7	1.03	-8.0	-6.1
CC1CC(C)CN(CCCn2c(=S)[nH]c3ccccc3c2=O)C1 (stereo not drawn)	121.9	1.11	-16.9	1.6	.	8.3	1.03	.	-2.2
Cc1cc(C)c(S(=O)(=O)O)c(C)n1	167.1	1	34.3	-13.3	4.0	3.4	1	-2.1	-4.3
CCc1nnc(NC(=O)c2ccncc2)s1	96.8	1.08	4.1	-10.4	-0.5	1.3	1.1	-0.4	-1.0
CCOC(=O)c1cc2cc(C)ccc2[nH]1	103.7	1.67	-2.9	-1.3	-1.1	4.4	1.03	3.0	-3.2
CN(C)c1cc(O)c(C(=S)Nc2ccccc2)c(N(C)C)c1	84.2	1.12	-15.9	-5.3	-0.2	3.0	1.1	-2.7	1.9
O=C(Nc1nc(-c2ccncc2)cs1)c1ccc(S(=O)(=O)N2CCOCC2)cc1	80.6	1.02	-5.7	6.2	11.5	10.7	1.04	3.2	-5.8

In the list so far, these have two or more sulfur atoms:
SMILES	HER2 expr 66K	Fluor 339 460	Cdc25B inh	MKP-1 inh	ROCK2 inh	PKA inh	Abs 340nm	JNK3 inh	Hsp90 inh
Cc1occc1-c1nnc(SCC(=O)Nc2nccs2)n1CCc1ccccc1	102.9	2.11*	2.9	15.6	0.7	-1.2	1.03	7.1	-4.2
O=C(Sc1nnc(-c2ccccc2)o1)N1c2ccccc2Sc2ccccc21	104.4	1.08	8.4	3.4	4.5	0.8	1.05	0.4	2.0
CCOc1ccccc1-n1nnnc1SCc1nc2ccccc2s1	80.1	1.06	-9.0	28.9	3.6	1.2	1.01	1.2	-1.2
COc1ccc(CCNC(=O)CCNS(=O)(=O)c2cccc3nsnc23)cc1OC	227.8	1.09	-4.7	2.6	.	1.5	1.12	.	.
CN(C)S(=O)(=O)c1ccc(NS(=O)(=O)/C=C/c2ccccc2)cc1	107.0	1.14	0.9	-3.1	-2.5	-7.8	1	3.4	-1.3
CSc1nc(-c2ccco2)nn1S(=O)(=O)c1ccccc1	95.6	1.12	3.0	-10.3	5.6	10.1	1.04	7.8	-3.7
c1csc(-c2csc(-c3cccs3)n2)c1	43.6	1.32	22.3	14.2	-1.1	1.6	1.08	-3.0	-2.1
Cc1c(NS(=O)(=O)c2cccc3nsnc23)c(=O)n(-c2ccccc2)n1C	96.7	1.06	19.5	-19.9	-8.0	5.7	1.03	-8.0	-6.1
O=C(Nc1nc(-c2ccncc2)cs1)c1ccc(S(=O)(=O)N2CCOCC2)cc1	80.6	1.02	-5.7	6.2	11.5	10.7	1.04	3.2	-5.8

Source: PubChem

Some of the compounds tested. The share of hits here may be higher or lower than overall.
